# ssDAF12 agonist: S. stercoralis DAF-12 nuclear receptor activators, primary screen, cell-based, luminescence, HEK293, GRIP1 co-expression, lit1-tk-luc; HEK293 ssDAF-12/GRIP1 lit1-tk-luc reporter; % of 3 µM dafachronic acid response; activation, % at 6.8 µM; 370,000 compounds, 1% hits; AID 652126, 2013; Nuclear hormone receptor DAF-12 (Strongyloides stercoralis);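 active means activation above the mean over all tested compounds plus 3 SD, cut at about 0.9% in these data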;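 further: 0% = DMSO-only wells and 100% = 3 µM delta7-dafachronic acid wells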
# GAA850 FXN act: FXN promoter activators, primary screen, cell-based, luciferase luminescence, HEK293 lucGAA850 | HEK293 lucGAA850 FXN promoter luciferase reporter, 24 h; percent of 10 µM SAHA response | activation, % at 6 µM | 360,000 compounds, 0.56% hits | AID 540364, 2011;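 active means activation above the average of all compounds screened plus 3 SD, cutoff fixed separately per campaign, cut at about 7.5% in these data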;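 further: 0% = DMSO wells and 100% = 10 µM SAHA wells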
# sPLA2-III inh: human group III sPLA2 inhibitors, primary screen, biochemical, QFRET, BODIPY PC-A2 liposome substrate; Group 3 secretory phospholipase A2 (Homo sapiens), Q9NZ20; QFRET BODIPY PC-A2 liposome hydrolysis, fluorescence; inhibition, % at 12.2 µM; 370,000 compounds, 0.56% hits; AID 743126, 2013;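 active means inhibition above mean plus 3 SD of compounds lying within the high and low control bounds, cut at about 19% in these data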;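 further: 0% = median of test compound wells and 100% = no enzyme DMSO wells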
# SMARCA2 activ: SMARCA2 (BRM) function activators, primary screen, cell-based, luminescence, high throughput | MG213 cells, MMTV-luciferase reporter, dexamethasone, overnight | activation, % at 9.1 µM | 370,000 compounds, 1% hits; in the data active means activation above about 7.8%;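 further: 0% = vehicle wells and 100% = reference activator wells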
# NR1D1 modulator: modulators of Rev-erb alpha DNA binding, primary screen, biochemical, FITC-DNA, fluorescence polarization, uHTS | Rev-erbα–FITC-DNA binding, 90 min | activity, % at 10 µM | 370,000 compounds, 0.79% hits | AID 1259318, 2017;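 active means activity above about 14%, limit read from the data; passing the limit was not always enough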;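 further: 0% = DMSO wells with 35 nM protein and 100% = DMSO wells with 750 nM protein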
# hcDAF-12 act: H. contortus DAF-12 nuclear receptor activators, primary screen, cell-based, luminescence, HEK293, lit1-tk-luc reporter. AID 652067, 2013. HEK293 hcDAF-12 lit1-tk-luc reporter; 0% DMSO, 100% Δ7-dafachronic acid. 370,000 compounds, 1.4% hits. activation, % at 6.8 µM;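 active means activation above the mean of all tested compounds plus 3 SD, cut at about 5.5% in these data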;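 further: 100% = response to 3 µM Δ7-dafachronic acid high control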
# DAX1 inh-1: DAX1 (NR0B1) inhibitors on StAR promoter, primary screen, cell-based, luminescence, SF-1 (NR5A1), full-length DAX-1; HEK293T StAR-luciferase reporter, SF-1/DAX-1 repression relief; inhibition, % at 6.8 µM; 370,000 compounds, 1.1% hits; AID 652010, 2013;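 active means inhibition above the mean over all tested compounds plus 3 SD, cut at about 3.6% in these data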;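 further: 0% = DAX-1 cells with DMSO and 100% = cells lacking DAX-1 with DMSO; higher inhibition means more luminescence from relief of DAX-1 repression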
# PG9 binder: binders of HIV-1 gp120 antibody PG9, primary screen, biochemical, TR-FRET. HIV-1 gp120 / PG9 antibody interaction. TR-FRET gp120-PG9 antibody binding. inhibition, % at 6.7 µM. 360,000 compounds, 0.43% hits. AID 624416, 2012; in the data active means inhibition above about 8.5%
# PLCb3 inh: human PLC-beta3 inhibitors, primary screen, biochemical, fluorescence | inhibition, % at 12.2 µM | 370,000 compounds, 0.18% hits | Purified PLC-beta3, fluorogenic substrate | AID 720704, 2013 | 1-phosphatidylinositol 4,5-bisphosphate phosphodiesterase beta-3 (Homo sapiens), Q01970; in the data active means inhibition above about 11%;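 further: 0% = median of compound wells on plate and 100% = full blocker control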
# Target sequence (Q01970 whole entry, looked up): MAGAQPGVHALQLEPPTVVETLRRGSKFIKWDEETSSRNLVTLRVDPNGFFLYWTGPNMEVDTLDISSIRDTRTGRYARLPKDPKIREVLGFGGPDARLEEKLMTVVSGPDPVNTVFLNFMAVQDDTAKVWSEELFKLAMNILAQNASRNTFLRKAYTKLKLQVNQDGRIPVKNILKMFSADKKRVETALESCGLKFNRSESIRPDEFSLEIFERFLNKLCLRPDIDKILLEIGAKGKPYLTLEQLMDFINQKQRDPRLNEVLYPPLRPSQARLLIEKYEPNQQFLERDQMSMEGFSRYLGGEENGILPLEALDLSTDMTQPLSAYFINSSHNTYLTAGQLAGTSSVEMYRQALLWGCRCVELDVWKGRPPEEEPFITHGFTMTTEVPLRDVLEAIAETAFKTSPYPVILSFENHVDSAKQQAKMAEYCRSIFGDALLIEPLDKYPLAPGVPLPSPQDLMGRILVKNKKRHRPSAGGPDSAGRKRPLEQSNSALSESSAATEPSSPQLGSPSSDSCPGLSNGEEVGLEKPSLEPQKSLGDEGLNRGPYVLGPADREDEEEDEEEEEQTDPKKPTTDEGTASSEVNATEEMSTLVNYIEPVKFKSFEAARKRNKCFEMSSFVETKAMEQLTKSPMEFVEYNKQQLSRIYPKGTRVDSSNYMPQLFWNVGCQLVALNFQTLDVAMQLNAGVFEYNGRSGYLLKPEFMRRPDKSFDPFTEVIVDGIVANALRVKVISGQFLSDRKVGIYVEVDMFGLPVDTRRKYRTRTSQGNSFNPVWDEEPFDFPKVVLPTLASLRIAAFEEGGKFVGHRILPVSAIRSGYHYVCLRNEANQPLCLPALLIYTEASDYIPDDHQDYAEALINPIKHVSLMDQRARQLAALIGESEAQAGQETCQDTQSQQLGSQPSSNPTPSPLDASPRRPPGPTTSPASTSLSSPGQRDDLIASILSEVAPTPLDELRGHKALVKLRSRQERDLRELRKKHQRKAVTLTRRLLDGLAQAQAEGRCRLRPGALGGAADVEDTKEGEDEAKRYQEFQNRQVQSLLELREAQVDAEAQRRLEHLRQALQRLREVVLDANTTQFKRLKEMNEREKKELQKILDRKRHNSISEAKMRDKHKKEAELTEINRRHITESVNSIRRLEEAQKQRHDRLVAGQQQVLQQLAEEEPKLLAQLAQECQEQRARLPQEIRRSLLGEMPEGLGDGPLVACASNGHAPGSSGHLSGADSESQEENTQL
# hgDAF12 agonist: H. glycines DAF-12 receptor agonists, primary screen, cell-based, luminescence, HEK293, GAL4 fusion, UAS-luciferase | HEK293 GAL4-hgDAF12 UAS-luciferase reporter, agonist luminescence; normalized to butyrate control | Nuclear hormone receptor DAF-12 (Heterodera glycines), GAL4 fusion | AID 687014, 2013 | 370,000 compounds, 1.8% hits | activation, % at 6.8 µM;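 active means activation above a cutoff set at the mean of all screened compounds plus 3 SD, cut at about 10% in these data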;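 further: 0% = DMSO wells and 100% = sodium butyrate wells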
# DAX1 inh-2: DAX1 (NR0B1) inhibitors, primary screen, cell-based, HEK293, Gal4-DAX1, luciferase luminescence; Nuclear receptor subfamily 0 group B member 1 (Homo sapiens), P51843; HEK293 Gal4-DAX1 luciferase reporter; inhibition, % at 6.75 µM; 340,000 compounds, 0.99% hits; AID 504766, 2011;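 active means inhibition above the mean over all tested compounds plus 3 SD, cut at about 4.2% in these data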;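 further: 0% = DAX1-transfected cells with DMSO and 100% = empty-vector control cells with DMSO; inhibition shows as a rise in luminescence from relieved DAX1 repression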
# Active calls of the source: *; . = no result given.
canonical_smiles	ssDAF12 agonist	GAA850 FXN act	sPLA2-III inh	SMARCA2 activ	NR1D1 modulator	hcDAF-12 act	DAX1 inh-1	PG9 binder	PLCb3 inh	hgDAF12 agonist	DAX1 inh-2
Cc1cc(Cl)nc(NC(=O)Nc2cccc(Cl)c2)n1	-0.8	1.5	6.1	1.5	-0.5	0.3	0.0	0.5	0.8	2.7	-0.4
O=C(Nc1ccccc1)c1cc(C2COCCN2C(=O)C2CC2)on1 (centres undefined)	-1.8	-0.2	10.5	-2.1	-2.6	-1.3	-0.4	-1.4	2.4	-1.6	.
O=C(NCc1ccccc1)c1ccc(/C=N/O)nc1	-1.5	-0.5	-4.9	4.8	2.6	-1.9	0.1	-1.0	1.3	0.9	2.5
COc1cc(OC)nc(C(NC(=O)C2CCN(Cc3c[nH]c4ccccc34)CC2)c2ccc(Cl)cc2)n1 (centres undefined)	-0.7	-0.6	-33.0	11.8*	0.4	2.8	-0.1	0.3	1.7	-0.2	.
Cc1cc(C(=O)NNC(=O)C(C)(C)Oc2ccc(Cl)cc2)c(C)o1	-1.1	2.0	-0.3	-4.2	-1.3	-1.5	-0.7	4.3	-6.4	-2.3	0.5
COc1cc(-c2noc(C)c2/C=C/c2cccc([N+](=O)[O-])c2)cc(OC)c1OC	-1.1	-3.0	2.5	-0.7	-4.9	-1.4	-1.8	-4.3	1.4	0.0	-1.4
CCC(C)NC(=O)C1=C(C)C(=O)OC12CCC(C)CC2 (centres undefined)	0.2	0.0	0.8	6.4	1.2	4.4	-0.2	-1.0	2.2	2.6	0.8
O=C1/C(=C/c2ccccc2)CCCc2ccccc21	0.3	3.9	4.7	1.0	3.6	3.1	0.6	1.6	0.0	13.6*	-0.2
NC(=O)c1ccsc1NC(=O)COC(=O)c1cc(=O)[nH]c2ccccc12	0.0	-0.7	0.5	3.4	-1.3	-1.6	0.5	-2.3	-116.8	0.9	1.3
COc1cccc(S(=O)(=O)Nc2ccc3c(c2)[C@H]2C[C@H](CC(=O)N[C@@H](C)c4ccccc4)O[C@H](CO)[C@H]2O3)c1	-1.3	-3.8	-20.4	-1.7	1.5	1.1	-1.0	-0.2	0.6	1.5	0.8
CCOC(=O)c1cccc(C(=O)Nc2nc3ccc(OC)cc3s2)n1	-1.0	2.4	-0.2	4.4	-27.1	1.1	1.0	0.0	-8.3	-0.7	1.1
COc1ccccc1C(=O)NC(CCSC)C(=O)OC(C)C(=O)NC1CC1 (centres undefined)	-1.0	0.7	0.8	-0.6	-2.6	-0.4	-0.5	0.4	1.7	0.8	-0.9
CN1/C(=C/C(=O)COC(=O)C2COc3ccccc3O2)C(C)(C)c2ccccc21 (centres undefined)	-1.3	0.7	-3.1	2.6	-1.1	-0.7	-0.4	-0.6	-11.5	-3.1	-1.7
COc1cc(C(=O)NC2CC2)cc(OC)c1OC	-0.3	.	13.4	-1.5	-3.6	1.2	-0.6	1.8	1.2	-1.4	.
COc1ccc(C(=O)N2CCN(c3ccc(C)c(C)c3)CC2)cc1OC	-1.5	-0.5	-3.4	-1.3	9.8	-1.8	-0.7	-1.3	-1.1	-4.7	0.8
FC(F)(F)c1cccc(NC(=S)Nc2ccc(Cl)cc2Cl)c1	-1.4	-1.4	2.0	-0.8	-3.0	-0.4	0.1	0.8	-2.9	-2.2	1.0
CCC1CO/C(=C(\C(Cl)=C(Cl)Cl)[N+](=O)[O-])N1 (centres undefined)	-0.5	1.2	8.2	-3.1	-0.1	-0.5	-0.7	-3.0	8.3	0.8	.
CC(=O)Oc1ccc(-c2nc3c(C)cccc3c(=O)o2)cc1	0.0	0.1	-3.4	3.1	0.9	0.5	0.0	0.4	-14.5	-2.9	-2.2
O=C1CCC[C@H]2C[C@H](NCc3ccc(Cl)cc3)CC[C@]23CCCN13	-1.0	.	8.3	.	0.1	0.3	.	.	2.4	-1.6	.
CC(OC(=O)CCCC(=O)Nc1ccccc1)C(=O)c1ccccc1 (centres undefined)	-0.7	-1.7	-1.8	1.6	-7.4	-0.6	0.0	-3.1	-2.9	-0.3	0.1
O=C(CN1C(=O)C(=O)N(C2CCCC2)C1=O)Nc1ccc(Cl)cc1C(F)(F)F	-1.4	-1.8	4.2	-2.8	1.7	-1.2	-3.5	0.2	-6.7	2.1	2.8
Cc1c(OC(C(=O)O)c2ccccc2)ccc2c(-c3ccccc3)cc(=O)oc12 (centres undefined)	-0.6	-2.5	-8.2	-4.3	-2.7	-1.1	0.1	0.8	-58.8	0.2	-2.2
COc1cccc(CNCCc2c[nH]c3ccccc23)c1OCc1ccc(F)cc1	-0.7	3.7	-14.2	-0.8	-2.2	-1.3	-0.8	-0.9	6.8	2.1	1.0
O=C(CCS(=O)(=O)c1ccc(F)cc1)Nc1nnc(-c2ccc(F)cc2)o1	-0.8	2.5	-7.7	1.2	-0.4	-0.1	-1.6	-0.9	-5.7	-0.8	-0.5
CCn1ncc([N+](=O)[O-])c1C(=O)NC1CCCCC1	-0.7	2.9	3.7	-2.0	1.4	0.1	-0.2	-1.5	-2.0	2.3	0.2

# The results go on:
canonical_smiles	ssDAF12 agonist	GAA850 FXN act	sPLA2-III inh	SMARCA2 activ	NR1D1 modulator	hcDAF-12 act	DAX1 inh-1	PG9 binder	PLCb3 inh	hgDAF12 agonist	DAX1 inh-2
O=c1c2ccccc2n(Cc2ccno2)n1[C@@H](Cc1ccccc1)Cn1cc(-c2ccc(-c3ccccc3)cc2)nn1	-1.1	.	0.0	-5.7	-1.6	-3.4	-0.7	.	-43.8	-4.7	.
COc1ccccc1N1C(=O)S/C(=C\c2ccc(C)s2)C1=O	-0.6	3.3	-0.7	2.4	-2.1	1.0	1.1	-5.5	-2.0	2.5	1.8
Cc1ccc(-n2ncc3c(NCCCn4ccnc4)ncnc32)c(C)c1	-2.2	-1.2	-4.0	-2.2	-1.2	-2.0	0.0	-0.2	3.5	-0.1	0.2
COCc1cc(C)nc(SCC[N+](C)(C)CC(=O)Nc2cccc(C)c2)c1C#N	-1.6	0.5	-8.2	-1.4	2.7	-0.4	-1.0	-2.2	4.3	-1.8	0.1
CC(=O)c1ccc(CCCCc2ccc(C(C)=O)cc2)cc1	-0.6	-0.1	-8.1	-0.9	0.9	0.9	0.0	-1.6	0.7	-0.5	3.0
Cc1ccn(CCC(=O)NC2CCCc3c2cnn3-c2cccc(C)c2C)n1 (centres undefined)	-0.1	-1.8	7.9	-3.6	1.1	1.4	-0.2	-0.2	-5.1	0.5	-0.4
CC1CCN(C(=O)CC(NC(=O)c2ccccc2Cl)c2ccccc2)CC1 (centres undefined)	-0.4	1.1	6.0	-2.7	7.4	-2.5	-1.3	-1.3	-3.3	-3.6	0.3
O=C(CN1CCN(C(=O)c2c(F)cccc2F)CC1)Nc1ccccc1F	-1.0	1.8	-1.1	-0.6	-4.8	-1.6	-1.1	0.1	-1.9	0.5	2.1
O=C(N/N=C\CCc1ccccc1)c1ccco1	-0.2	7.2	4.6	7.0	0.5	3.2	2.3	-1.9	0.0	12.8*	1.8
COc1cc(/C=C/[N+](=O)[O-])ccc1OC(=O)c1cc2ccccc2oc1=O	-0.5	2.6	6.6	0.2	-0.9	3.1	-0.4	0.2	-8.6	2.9	0.9
Cc1ccc(S(=O)(=O)NC(C)(C)CN2CCNCC2)cc1	-0.3	-0.7	0.8	0.4	-6.6	-0.2	-0.2	-0.8	-4.8	-1.8	-0.3
Cc1cccc2sc(N(CCCN(C)C)C(=O)c3ccc(Cl)s3)nc12	0.9*	3.4	-13.3	-1.8	3.7	-0.6	1.3	1.2	-13.7	-0.7	2.5
Cc1ccc(S(=O)(=O)N(C)C)cc1NC(=O)COC(=O)c1ccc2c(=O)n3c(nc2c1)CCC3	-0.6	0.4	5.5	2.3	-0.1	1.7	0.5	-0.4	-35.8	-0.2	1.2
Cc1ccc(CCNC(=O)CCSCc2ccc(Cl)cc2)cc1	-1.4	2.7	4.3	0.4	-5.2	-2.1	0.6	-2.5	-0.2	-4.4	-0.5
O=C(NCCCN1CCOCC1)c1cc(Cl)ccc1Cl	-0.2	0.9	1.0	0.5	6.6	-0.6	-0.2	0.3	-1.9	-0.7	0.0
Cc1cc(C)c2c(CC(=O)NNC(=O)c3ccccc3)coc2c1	-0.7	-0.1	-7.4	-0.6	-2.1	-1.7	0.1	-0.3	-6.6	-2.7	0.3
Cn1c(O)c(N=NC(=O)c2ccccc2O)c2ccccc21	1.6*	6.0	-2.1	4.3	7.3	11.3*	3.4	-10.6	7.4	22.0*	1.3
CCn1c(SCc2ccc([N+](=O)[O-])cc2)nnc1C(C)NC(=O)c1ccccc1Br (centres undefined)	-1.0	-2.8	0.3	-0.9	2.2	-0.9	-0.2	-1.2	5.7	1.4	1.1
Cc1cc(/C(N)=N/OC(=O)c2ccccc2Cl)no1	1.2*	0.3	-3.8	8.6*	1.8	13.4*	3.0	-0.2	-5.3	14.4*	.
O=C(CN1C(=O)c2ccccc2S1(=O)=O)NCCSc1ccccc1	-1.0	1.6	-7.4	-0.2	1.0	-1.3	-0.4	-0.1	0.3	1.8	-0.4
CCOc1ccc(CN2CCN(Cc3ccon3)CC2CCO)cc1 (centres undefined)	-0.4	1.4	-0.8	0.5	-0.9	0.1	-0.2	-1.3	-0.8	2.4	1.5
COc1ccccc1N1CCN(CC(=O)Nc2ccnn2C2CCCC2)CC1	-1.6	0.9	8.2	-2.6	15.8*	-2.4	-1.8	-0.1	-7.3	-1.6	0.1
O=C(c1cnc2ccccc2n1)N1CCN(c2ccc(C(F)(F)F)cn2)CC1	-1.7	-2.6	-1.7	-1.9	-4.5	-0.5	-0.5	1.3	-10.7	-1.3	0.9
Cc1ccc(O)c(N=Nc2ccccc2)n1	0.0	-0.3	2.4	2.8	4.0	4.2	5.6*	-7.3	-4.9	12.4*	1.1
COc1ccc(-n2c(Cc3cccn3C)nnc2SCC(=O)Nc2ccc(C(C)=O)cc2)cc1	-0.7	-3.6	-41.3	1.1	4.4	-1.5	-0.4	-1.1	-1.2	-1.3	-1.3
COc1cc(/C=N/Nc2nc3c(c(=O)n(C)c(=O)n3C)n2Cc2ccccc2)ccc1OC(=O)c1ccco1	-0.8	-0.9	11.5	-3.7	-1.7	1.7	-0.5	-3.3	-51.3	4.7	-2.4
CC(O)CNc1nc2sc3c(c2c(=O)n1Cc1ccco1)CCCCC3 (centres undefined)	-0.4	6.8	5.7	3.2	8.9	0.8	-0.4	-2.3	-8.7	2.2	1.0
